# High-throughput results as filed in PubChem.
# APE1 inh: blocks human APE1 abasic DNA cleavage. P27695. recombinant APE1, TAMRA/BHQ-2 abasic DNA cleavage fluorescence. Potency, µM (highest dose often 65.8 µM), without a hit: top-dose activity change, negative = inhibition, hits mostly inhibitors. 350,000 compounds, 0.35% hits;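 also: plate controls were vehicle for no effect and reference inhibitor for full effect; nearly all actives have a fitted effect of over 55% in size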
#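 Incision of a quenched TAMRA/BHQ-2 THF abasic-site duplex (50 nM) by 0.75 nM APE1, after 15 min compound preincubation, measured as fluorescence increase over three 60 s reads. Values normalized to buffer, DMSO and NSC13755 control wells.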
# POLI inh: DNA polymerase iota (human) inhibition. Q9UNA4. Pol iota fluorescent replication assay, 10 min. Potency, µM (doses to about 115 µM), inactives show at the highest dose activity, negative = inhibition, usual class: inhibitors. 390,000 compounds, 1% hits
#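 Pol iota at 10 nM preincubated 15 min with compounds at room temperature; reaction started with fluorescent substrate, 50 nM final. Fluorescence read kinetically at 0 and 10 min; buffer-only wells as negative control.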
# POLH inh: DNA polymerase eta (human) inhibition; Q9Y253; recombinant Pol eta, fluorescent DNA replication assay; Potency, µM (top dose mostly 114 µM), inactives show at the top dose activity change, negative = inhibition, actives largely listed as inhibitors; 390,000 compounds, 1.2% hits; also: % is scaled to controls: 0 for no effect and ±100 for the full control effect
#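 Fluorescent replication assay: 50 nM final substrate added after a 15 min room-temperature compound preincubation with 10 nM enzyme. Signal taken at 0 min and again at 10 min.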
# BLM helicase inh: inhibitors of human Bloom syndrome helicase BLM. P54132. recombinant BLM DNA unwinding, fluorescence dequenching. Potency, µM (highest dose often 56.1 µM), for the others: at the top dose activity change, negative = inhibition, most hits filed as inhibitors. 350,000 compounds, 0.2% hits. AID 2528;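 also: plate controls were vehicle for no effect and no enzyme for full effect; nearly all actives have a fitted effect of over 35% in size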
# Pol kappa inh: DNA polymerase kappa (human) inhibition. Potency, µM (series often up to 107 µM), for inactives: at the top dose activity, negative = inhibition, hits mostly inhibitors. 400,000 compounds, 0.53% hits. purified Pol kappa, fluorescent DNA synthesis assay, 10 min; also: % is scaled to controls: 0 for no effect and ±100 for the full control effect
# Target sequence (Q9UBT6 whole entry, looked up): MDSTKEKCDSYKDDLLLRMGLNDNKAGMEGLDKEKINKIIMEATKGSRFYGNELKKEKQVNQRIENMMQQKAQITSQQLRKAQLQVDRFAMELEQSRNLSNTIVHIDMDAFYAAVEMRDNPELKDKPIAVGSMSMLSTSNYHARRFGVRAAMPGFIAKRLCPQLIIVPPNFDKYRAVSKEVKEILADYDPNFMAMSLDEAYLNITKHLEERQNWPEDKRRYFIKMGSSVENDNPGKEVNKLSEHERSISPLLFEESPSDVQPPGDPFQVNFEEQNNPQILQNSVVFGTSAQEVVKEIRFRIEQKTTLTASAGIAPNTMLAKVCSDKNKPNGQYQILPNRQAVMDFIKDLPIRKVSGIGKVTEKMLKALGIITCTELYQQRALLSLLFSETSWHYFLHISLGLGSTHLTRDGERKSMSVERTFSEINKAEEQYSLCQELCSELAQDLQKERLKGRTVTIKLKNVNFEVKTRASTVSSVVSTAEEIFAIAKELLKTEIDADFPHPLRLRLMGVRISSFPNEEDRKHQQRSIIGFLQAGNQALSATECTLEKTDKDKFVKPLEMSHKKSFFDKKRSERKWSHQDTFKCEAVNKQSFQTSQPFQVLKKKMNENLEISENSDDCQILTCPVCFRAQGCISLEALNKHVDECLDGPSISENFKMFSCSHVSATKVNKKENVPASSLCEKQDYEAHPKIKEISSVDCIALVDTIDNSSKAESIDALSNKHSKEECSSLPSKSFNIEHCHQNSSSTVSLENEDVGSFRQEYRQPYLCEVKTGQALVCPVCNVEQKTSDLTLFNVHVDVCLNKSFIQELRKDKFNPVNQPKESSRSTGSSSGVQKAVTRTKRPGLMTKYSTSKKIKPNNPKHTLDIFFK
#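 Enzyme at 10 nM met test compounds for 15 min at room temperature. Substrate addition (50 nM final) began the reaction, which was monitored by fluorescence at 0 and 10 min.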
# Pol beta inh: inhibitors of human DNA polymerase beta; AID 485314; Pol beta primer extension/strand displacement, fluorescence kinetic; 340,000 compounds, 1.3% hits; Potency, µM (series often up to 114 µM), for inactives: at the highest dose activity change, negative = inhibition, usual class: inhibitors; also: % is scaled to controls: 0 for no effect and ±100 for the full control effect
#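 Homogeneous kinetic assay of primer extension and strand displacement by 10 nM Pol beta, preincubated 15 min at room temperature with compound before 50 nM substrate (final) was added. Read at 0 and 10 min; four-parameter Hill fit.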
# G9a block: blocks human histone lysine methyltransferase G9a | G9a H3K9 monomethylation, AlphaScreen, 2 h | Potency, µM (doses to about 102 µM), inactives show at the highest dose activity, negative = inhibition, usual class: inhibitors | 350,000 compounds, 8.8% hits | AID 504332; also: % is scaled to controls: 0 for no effect and ±100 for the full control effect; nearly all actives have a fitted effect of over 75% in size
#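 Chemiluminescent proximity detection of H3K9 monomethylation, read after 10 min bead incubation in the dark. Reaction: 20 nM G9a, 500 nM biotin-H3K9 peptide, 20 uM SAM cofactor, 2 h, room temperature, following 15 min enzyme-compound preincubation.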
# BAZ2B inh: inhibitors of human BAZ2B bromodomain. 360,000 compounds, 4.4% hits. Potency, µM (highest dose often 114 µM), for the others: at the highest dose activity change, negative = inhibition, actives largely listed as inhibitors. AlphaScreen BAZ2B-H3K14Ac peptide displacement. AID 504333; also: % is scaled to controls: 0 for no effect and ±100 for the full control effect; nearly all actives have a fitted effect of over 60% in size
#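 AlphaScreen displacement of biotin-H3(5-23)K14Ac peptide (50 nM final) from BAZ2B (50 nM final) in PBS pH 7.4, 0.01% Tween-20; complex preformed 30 min RT, then compounds (top 110 uM) 30 min RT, beads 20 min dark.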
# Apoferritin bind: binds horse apoferritin like a general anesthetic; P02791; apoferritin/1-aminoanthracene competitive binding, fluorescence; Potency, µM (series often up to 77.5 µM), for the others: top-dose activity change, negative = displacement, hits mostly inhibitors; 350,000 compounds, 0.074% hits; also: % is scaled to controls: 0 for no effect and ±100 for the full control effect; nearly all actives have a fitted effect of over 20% in size
# Target sequence (P02791 2-175 limits assumed): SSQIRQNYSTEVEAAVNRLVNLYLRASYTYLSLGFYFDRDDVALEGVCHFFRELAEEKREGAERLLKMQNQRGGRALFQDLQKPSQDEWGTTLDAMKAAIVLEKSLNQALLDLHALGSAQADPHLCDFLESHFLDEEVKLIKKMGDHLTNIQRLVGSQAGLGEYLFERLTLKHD
#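 Read-out: endpoint 1-AMA fluorescence, excitation 380 nm and emission 535 nm, after compounds sit 10 min at room temperature with 10 uM horse-spleen apoferritin in 50% saturated 1-AMA/PBS. Values come from four-parameter Hill fits.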
# An asterisk follows results filed as active; ? = inconclusive; / = not tested or not shown; & = joins results of further samples; [ ] = dose if it differs, or a comment. Calls follow the shape of the dose curve; as a rule, active = well fitted curve in the direction sought with a large enough effect; inconclusive = small, poorly fitted or top-dose-only effect, or another doubt; inactive = no such curve, though single readings can be large; an effect the other way counts as inactive or inconclusive. Potency is read from the fitted curve at half-maximal effect. Some of the compounds tested, so the mix of outcomes need not match the whole.
SMILES,APE1 inh,POLI inh,POLH inh,BLM helicase inh,Pol kappa inh,Pol beta inh,G9a block,BAZ2B inh,Apoferritin bind
CC(=O)N1CCCc2cc(S(=O)(=O)N3CCC(C(=O)Nc4c(C)cccc4C)CC3)ccc21,/,0%,-17%,0%,-3%[60.1 µM],37%[activator],16%[59 µM],5%,-10%
COCCNC(=O)CN1CCN(S(=O)(=O)c2ccc3c(c2)CCCC3)CC1,-10%,9%,-7%,/,-1%,/,-2%[12.7 µM],8%,/
Cc1cc(C)cc(NC(=O)COC(=O)CCCNC(=O)c2ccc(Cl)cc2)c1,24%,13%,-23%,-7%,-18%,24%,16%[59 µM],-1%,-4%
COc1ccc(CNC(=O)N2CCN(C(=O)c3ccccc3)CC2)cc1,5%,-18%,-3%,/,-1%,/,-18%,5%,/
CN(CCc1ccccn1)C(=O)Nc1cccc(Cl)c1,-4%,16%[58.9 µM],0%,1%,-14%,-2%,41%[activator],3%,-4%
COc1ccc(/C(O)=C/C(=O)C(=O)NNC(=O)C(O)(c2ccccc2)c2ccccc2)cc1,3%,?,?,-5%,-22%,-7%,-18%,-37%,-20%
Cc1cccc(CN2C(=O)CCSc3ccc(Cl)cc32)c1,-7%,-8%,-14%,-9%,-8%,2%,42%[activator],27%,-19%
CCOC(=O)c1cc(C)sc1N1C(=O)C2C3C=CC(C3)C2C1=O (stereo unspecified),-4%,10%,-1%,-2%,-20%,5%,-3%[59 µM],-1%,-15%
O=C(CCc1ccccc1)NNC(=O)c1ccc(NC(=O)c2ccccc2)cc1,?,?,?,-21%,-19%,22µM*,1%[59 µM],?,-8%
Cc1ccc(C2=NC3(CCCCC3)NC2=S)cc1,-10%,4%,-9%,-2%,-10%,28%,11%[59 µM],-5%,7%
CN1OC(COC(=O)c2ccccc2)CC1c1ccccc1 (stereo unspecified),2%,3%,4%,-3%,-1%,12%,23%,10%,-15%
O=C1N=C(N2CCCC2)S/C1=C\c1cccc(Br)c1,-2%,3%,?,-2%,-11%,-13%,4%[59 µM],-1%,6%
O=C(NCC(=O)N1CCCC(C(F)(F)F)C1)c1ccc2ccccc2c1 (stereo unspecified),11%,-12%,-4%,/,4%,/,-24%,-8%,/
CN1CCc2nc(SCC(=O)Nc3cccc(F)c3)c(C#N)c(-c3cccs3)c2C1,-4%,34%[activator],0%,1%,0%,19%,/,50µM*,?
O=C(Nc1ccc(Oc2cccnc2)cc1)c1ccccc1Cl,2%,18%,-4%,5%,-9%,-16%[57.1 µM],-38%,-3%,6%

# Arranged by formula weight (highest first): some entries from above.
SMILES,APE1 inh,POLI inh,POLH inh,BLM helicase inh,Pol kappa inh,Pol beta inh,G9a block,BAZ2B inh,Apoferritin bind
CC(=O)N1CCCc2cc(S(=O)(=O)N3CCC(C(=O)Nc4c(C)cccc4C)CC3)ccc21,/,0%,-17%,0%,-3%[60.1 µM],37%[activator],16%[59 µM],5%,-10%
COc1ccc(/C(O)=C/C(=O)C(=O)NNC(=O)C(O)(c2ccccc2)c2ccccc2)cc1,3%,?,?,-5%,-22%,-7%,-18%,-37%,-20%
O=C(NCC(=O)N1CCCC(C(F)(F)F)C1)c1ccc2ccccc2c1 (stereo unspecified),11%,-12%,-4%,/,4%,/,-24%,-8%,/

# Going on with the list:
SMILES,APE1 inh,POLI inh,POLH inh,BLM helicase inh,Pol kappa inh,Pol beta inh,G9a block,BAZ2B inh,Apoferritin bind
COc1ccccc1NS(=O)(=O)c1ccc(O)cc1,-1%,-19%,-26%,-2%,-7%,4%,12%,1%,-19%
Cc1ccc(-c2nn3nnnc3c3ccccc23)cc1,2%,13%,-12%,-2%,-8%,9%,-9%[59 µM],8%,-11%
CN(C)c1nc(OCCNC(=O)COc2ccc(Cl)cc2Cl)nc(N(C)C)n1,?,30%[activator],-9%,3%,-23%,0%,-54%[59 µM],15%,?
CCCCCCSc1nnc(-c2cnn(-c3ccccc3)c2-n2cccc2)n1C,-5%,-19%,-6%,-8%,-9%,-5%,40µM*,-29%,48%[activator]
O=C(Cc1ccccc1)NCCSC1CCCCC1,1%,-10%,-12%,-3%,0%,0%,/,-5%,-17%
CCN(c1cccc(C)c1)S(=O)(=O)c1csc(C(N)=O)c1,10%,36%[activator],-19%,-3%,-2%,5%,10%,-19%,7%
COc1ccc(NC(=O)C2CC(=O)N(CCc3ccc(Cl)cc3)C2)cc1 (stereo unspecified),-11%,22%,-13%,-3%,-7%,-1%,-9%,-4%,-23%
CCCNC(=O)C1(O)c2cc(Br)ccc2NC(=O)N1c1ccc(Cl)cc1 (stereo unspecified),58%[activator],23%,-21%,-3%,-18%,11%,12%,-20%,-6%
COCCCNC(=O)CC(C)c1ccccc1 (stereo unspecified),0%,30%,-13%,4%,-12%,-5%,16%[59 µM],6%,-7%
CCCn1c(Nc2ccccc2)nc2ccccc21,17%,-11%,-9%,0%,3%,2%,-46%,8%,?
COc1ccc(-c2ccc(=O)n(CC(=O)Nc3ccc4c(c3)OCCO4)n2)cc1,2%,?,6%,-14%,1%,-11%,/,-8%,-12%
CCOc1nc2cnccc2n(CC(=O)Nc2cccc(C)c2C)c1=O,29%,0%,-16%,3%,-11%,?,52%,-22%,-11%
CC(=O)Nc1sc(C)c(C)c1C(=O)OCC(=O)N(CC(C)C)C1CCS(=O)(=O)C1 (stereo unspecified),-2%,-38%,-10%,-8%,-15%,1%,9%,-3%,3%
Cc1ccc(S(=O)(=O)Nc2cc(Cl)c3oc4c(c3c2)C(=O)CC(C)(C)C4)cc1,/,14%,-8%,-5%,-28%,-3%,-2%[59 µM],-14%,-7%
COC(=O)c1cc(C(=O)Nc2cc(C)ccn2)cc([N+](=O)[O-])c1,-1%,3%,2%,-6%,-13%,18%,50µM*,-9%,-13%
OC(COc1c(F)cc(Br)cc1F)CN1CCOCC1 (stereo unspecified),2%,22%,-14%,-1%,-21%,40%,27%,1%,-5%
O=C(CC(=O)N/N=C\c1cccc(Cl)c1Cl)NCc1ccccc1,8%,19%,-5%,-4%,-22%,0%,43%[59 µM],7%,-16%
CC(C)OP(=O)(OC(C)C)C(Nc1ccc(C(=O)O)cc1)c1ccccc1 (stereo unspecified),3%,-8%,-2%,5%,-1%,17%,7%,5%,-7%
CCCC(=O)N1CCN(c2ccc([N+](=O)[O-])c(NC(C)c3ccccc3)c2)CC1 (stereo unspecified),-5%,16%,-6%,-5%,-9%,22%,?,?,?
COc1cccc(-c2cc(C(=O)N3CCc4ccccc4C3)no2)c1,-4%,-30%[58.9 µM],-17%,-16%,-12%,-2%,3%[59 µM],4%,-5%
CC(=O)NCCC(=O)Nc1nc2ccc(Oc3ccccc3)cc2s1,51%[activator][12.4 µM],-24%,-12%,-1%,-2%,-18%,-7%[59 µM],-2%,7%
Cc1sc(NC(=O)C2=COCCO2)nc1-c1ccc(Cl)cc1,28%,16%,-20%,/,-12%,/,-44%,-8%,/
COc1ccc(S(=O)(=O)N2CCN(c3cc(-c4ccccc4)nc4ncnn34)CC2)cc1,-3%,9%,-8%,0%,-6%,10%,-31%,-3%,-12%
COC(=O)Cn1c(CN2CCOCC2)nc2c1c(=O)[nH]c(=O)n2C,-5%,-15%,-13%,-3%,-2%,-4%,?,15%,7%
O=C1NCC(O)=C1C=NCCO,27%,7%,-12%,-7%,-2%,6%,-7%,14%,47%
Cc1ccc(C)c(NC(=O)Nc2nnc(N(CC(C)C)CC(C)C)s2)c1,/,12%,?,-1%,-6%,-17%,-32%[59 µM],-15%,?
CN1CC[n+]2cnc3ccccc3c21,2%,13%,-20%,0%,-8%,-4%,2.5µM*,-14%,5%
CCn1c(C)c(C)c2cc(C(=O)N3CCN(c4cccc(C)c4C)CC3)ccc21,-5%,31%&11%,-11%&-26%,-9%&-9%,-8%&-16%,-1%&-26%,40µM*,?,?
CC1CCc2c(sc3nc(CSc4ncn[nH]4)[nH]c(=O)c23)C1 (stereo unspecified),-5%,13%,-24%,3%,-6%,-19%[57.1 µM],-15%,-4%,-8%
COc1cc(NC(=O)c2ccc(C(C)(C)C)cc2)c(OC)cc1NC(=O)CN1CCCCC1,-6%,88%[activator],-16%,-11%,-1%,-2%,?,?,-6%
COc1ccc(C(=O)Nc2cc(Cl)ccc2Cl)c(OC)n1,-12%,-10%,-14%,-1%,8%,39%,?,11%,-1%
CC(=O)c1ccc(OCC(C)C)c(CC(C(N)=O)C(N)=O)c1,16%,28%,2%,-3%,-5%,41%,-39%,8%,-6%
Cc1[nH][nH]c(=O)c1N=Nc1ccccc1Cl,-3%,-9%[58.9 µM],3%,2%,-7%,-24%,-15%,-24%,-14%
CC(C)(C)NC(=O)/C(=C/c1ccccc1F)NC(=O)c1ccc([N+](=O)[O-])cc1,-5%,-12%,3%,0%,-2%,?,9%,-5%,-1%
CC(=O)/C=C(\C)N=Nc1c(O)[nH]c2ccccc12,-3%,24%,-9%,0%,-19%,0%,-8%,-34%,-20%
CC(Sc1nnc(-c2cccnc2)n1C)C(=O)N1CCOCC1 (stereo unspecified),46%[activator],4%,-13%,/,-4%,/,-23%[0.501 µM],-2%,/
COc1ccc(CCNC(=O)Cc2ccc([N+](=O)[O-])cc2)cc1OC,11%,-7%[58.9 µM],-18%,-3%,-8%,42%,/,0%,-5%
Cc1ccc(-n2ncc3c(N(C)C)ncnc32)cc1Cl,/,4%,-13%,-1%,-1%[60.1 µM],12%,-3%[59 µM],4%,-3%
COc1ccccc1-c1coc2cc(O)ccc2c1=O,0%,/,/,-1%,-6%[60.1 µM],/,/,/,85%[activator]
Cc1c(CNC(=O)c2c([N+](=O)[O-])cnn2C)cnn1C,10%,30%,-2%,-6%,-12%,-5%,7%,-2%,-1%
CC(=O)N1N=C(c2c(-c3ccccc3)c3cc(Br)ccc3[nH]c2=O)CC1c1ccco1 (stereo unspecified),17%,?,-11%,-9%,0%,-7%,50µM*,-19%,1%
O=C(NNC(=O)c1ccccc1Cl)c1ccc(-n2cncn2)c([N+](=O)[O-])c1,12%,29%,-19%,/,3%,/,13%[12.7 µM],-6%,/
CCc1ccc(NC(=O)c2cc(-c3ccc(OC)cc3)on2)cc1,0%,12%,-9%,-1%,-8%,10%,-11%,56µM*,-3%
